Screening data as filed in PubChem.
APOBEC3G inh = APOBEC3G DNA deaminase inhibitors, primary screen, biochemical, fluorescence, single-stranded DNA substrate, uHTS | recombinant A3G, ssDNA deamination FAM/TAMRA fluorescence | inhibition, % at 20 µM | hit rate 0.28% among 330,000 | AID 493012, 2011;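 active means inhibition of at least 40% at 20 µM, with no more than 30% in the related APOBEC3A deaminase screen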;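 further: plate controls were DMSO wells with A3G for no effect and wells lacking A3G enzyme for full effect; some compounds called inactive have numbers as strong as hits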
Target sequence (Q9HC16 whole entry, looked up): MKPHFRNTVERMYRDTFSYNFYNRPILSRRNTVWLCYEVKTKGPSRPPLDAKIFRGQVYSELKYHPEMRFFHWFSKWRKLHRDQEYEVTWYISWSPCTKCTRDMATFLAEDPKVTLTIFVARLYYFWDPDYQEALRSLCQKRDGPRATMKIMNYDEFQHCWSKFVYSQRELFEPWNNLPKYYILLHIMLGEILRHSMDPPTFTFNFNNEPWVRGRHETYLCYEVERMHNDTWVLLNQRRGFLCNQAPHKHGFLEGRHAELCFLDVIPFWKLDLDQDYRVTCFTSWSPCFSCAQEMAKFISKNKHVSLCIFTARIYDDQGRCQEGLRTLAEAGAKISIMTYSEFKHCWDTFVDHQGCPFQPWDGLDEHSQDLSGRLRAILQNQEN
mIAP act = activators of mouse IAP, primary screen, biochemical, luminescence, uHTS; AID 2805, 2010; activation factor at 10 µM; hit rate 0.24% among 330,000; muIAP, CDP-Star luminescence, 30 min; stronger effect = higher value; 1 = vehicle-only enzyme signal, 0 = enzyme-free wells;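 active means activation factor of at least 2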; further: the source names both 10 and 20 µM as test concentration; values of inactives mirror those of a sister screen read the other way
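System: Mouse IAP enzyme | Also added: CDP-Star substrate | Dosing: Compounds dispensed in DMSO | Schedule: 30 min enzyme-substrate-compound incubation at room temperature | Technique: Chemiluminescence readout | Control set: DMSO-only wells and no-enzyme negative control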
tim10-1 inh = growth inhibitors of tim10-1 mutant yeast, primary screen, luminescence, uHTS. S. cerevisiae tim10-1 ts strain growth, BacTiter-Glo, 24 h. inhibition, % at 20 µM. hit rate 2.2% among 330,000. AID 463190, 2010;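 active means inhibition of at least 40%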;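 further: mutant grown at 25 °C; 0% = DMSO wells with yeast and 100% = wells holding no yeast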
hIAP inh = human IAP inhibitors, primary screen, biochemical, luminescence, uHTS | Intestinal-type alkaline phosphatase (Homo sapiens), P09923 | purified IAP, CDP-Star luminescence, 30 min | inhibition, % at 10 µM | hit rate 0.12% among 330,000;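 active means inhibition reaching a set limit with compound at 10 µM in the primary screen, cut at about 35% in these data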;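 further: plate controls were DMSO wells with enzyme for no effect and no-enzyme buffer wells for full effect; values of inactives mirror those of a sister screen read the other way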
A3A deaminase = APOBEC3A ssDNA deaminase inhibitors, primary screen, selectivity assay for APOBEC3G inhibitor project, biochemical, FAM/TAMRA oligo cleavage fluorescence; inhibition, % at 20 µM; DNA dC->dU-editing enzyme APOBEC-3A (Homo sapiens), P31941; recombinant A3A, FAM/TAMRA ssDNA deamination fluorescence; hit rate 0.41% among 330,000; AID 493011, 2011;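 active means at least 40% inhibition at 20 µM here, with at most 30% in a related deaminase screen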;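 further: plate controls were A3A with DMSO for no effect and wells lacking A3A enzyme for full effect; some results filed as inactive read as strong as hits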
Target sequence (P31941 whole entry, looked up): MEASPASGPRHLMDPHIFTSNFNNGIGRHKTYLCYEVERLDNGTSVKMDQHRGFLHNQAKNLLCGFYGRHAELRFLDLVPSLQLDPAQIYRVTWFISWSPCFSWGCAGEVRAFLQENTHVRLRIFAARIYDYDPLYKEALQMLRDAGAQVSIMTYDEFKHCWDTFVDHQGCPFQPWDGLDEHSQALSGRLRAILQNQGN
NALP3 yeast inh = NALP3 inflammasome inhibitors in reconstituted yeast, primary screen, luminescence, uHTS; Yeast reconstituted NLRP3/ASC/caspase-1, beta-gal luminescence, 24 h; inhibition, % at 10 µM; hit rate 0.39% among 330,000; AID 2825, 2010;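 active means inhibition of 50% or more; inactive means inhibition below 50%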;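 further: plate controls were induced DMSO wells for no effect and uninduced yeast grown without galactose for full effect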
MIN6 prolif = inducers of MIN6 beta-cell proliferation, primary screen, ATP luminescence, uHTS; hit rate 0.29% among 330,000; MIN6 cells proliferation, ATPlite luminescence, 48 h; cells starved in 0.2% serum; 100% = growth in 10% serum; proliferation, % at 10 µM;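 active means compounds whose signal lies at least 3.5 SD above the mean of all wells on their plate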;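 further: 0% = DMSO-treated cells in low-serum medium and 100% = 10% serum control; some compounds called inactive have numbers as strong as hits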
TIM10 inh = growth inhibitors of isogenic TIM10 control yeast, primary screen, counter-screen for tim10-1 yeast inhibitor project, luminescence, uHTS; S. cerevisiae TIM10 strain growth, BacTiter-Glo luminescence, 24 h; inhibition, % at 10 µM; hit rate 1.4% among 330,000; AID 463195, 2010;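 active means inhibition of 40% or more at the single tested concentration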;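 further: wild-type TIM10 isogenic control strain grown at permissive 25 °C; 0% = DMSO yeast wells and 100% = minimal medium wells without yeast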
mIAP block = inhibitors of mouse IAP, primary screen, biochemical, luminescence, uHTS. intestinal alkaline phosphatase [Mus musculus]. purified mouse IAP, CDP-Star luminescence, 30 min. inhibition, % at 10 µM. hit rate 0.2% among 330,000. AID 2806, 2010;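 active means inhibition of at least 40% at 10 µM in the primary screen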;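 further: plate controls were DMSO with enzyme for no effect and no enzyme wells for full effect; values of inactives mirror those of a sister screen read the other way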
The depositor's hits bear a star; nt = no result given.

Below each compound: APOBEC3G inh, mIAP act, tim10-1 inh, hIAP inh, A3A deaminase, NALP3 yeast inh, MIN6 prolif, TIM10 inh, mIAP block
- Cn1c(=O)cc(SCC(=O)N2CCN(C(=O)c3ccco3)CC2)c2ccccc21
→ -5, 1.1, 2, -26, -5, 20, -3, 18, -8
- O=C(CC1Sc2ncnn2C1=O)Nc1ccc(Br)cc1 (stereo not drawn)
→ 41*, 0.9, 33, 2, -1, 2, -7, 18, 10
- O=S(=O)(Nc1ccc(S(=O)(=O)N2CCCCC2)cc1)c1cccs1
→ -1, 0.89, 6, 5, -2, -2, -4, 25, 11
- O=C(Nc1cc(S(=O)(=O)N2CCCCCC2)ccc1OCC(F)(F)F)C1CCC1
→ 1, 0.89, 17, 20, 2, 1, -3, -7, 11
- Fc1ccc(COc2cccc(CNCc3ccncc3)c2)cc1
→ -3, 1.1, 5, -16, -5, 13, -6, 20, -11
- COc1ccc2c(C)cc(N3CCOCC3)nc2c1
→ 2, 1, 7, 0, 2, 26, 2, -31, 0
- OCC1OC(n2cnc3c(NCCc4ccccc4)ncnc32)C(O)C1O (stereo not drawn)
→ -4, 0.94, -11, 6, -1, 23, 0, 4, 6
- O=C1c2ccccc2CN1CCNS(=O)(=O)c1ccc2ccccc2c1
→ 30, 1, 15, 1, 0, 18, 1, 8, 0
- CC(C)(C)Nc1c(-c2cccs2)nc2ccccn12
→ -4, 0.99, 30, 5, -6, 16, 4, 29, 1
- Cc1cc(OCC(=O)N2CCOCC2)c(C(C)C)cc1Cl
→ 2, 1.1, 7, -3, -3, 12, -2, 6, -6
- C/C(=N\Nc1nnc(C)c(=O)[nH]1)C(=O)O
→ -2, 0.98, 3, 13, 3, 2, -2, 7, 2
- COc1ccc(-c2noc(C(C)n3nc(C)c([N+](=O)[O-])c3C)n2)cc1OC (stereo not drawn)
→ -2, 1, -30, -14, -1, 15, -2, -28, -2
- CCCCN(CC)CCCNC(=O)CC1Nc2ccccc2NC1=O (stereo not drawn)
→ -2, 0.98, 10, -4, 2, 3, -3, -6, 2
- O=C(Nc1ccccc1)N1CCCN(c2ccc(C(F)(F)F)cn2)CC1
→ -6, 1.1, 16, 17, -2, 7, -1, 17, -6
- CC1CCC(NC(=O)c2cc(Cl)nc3ccccc23)CC1 (stereo not drawn)
→ 1, 1, 12, 0, 2, -5, -1, 10, -3
- CCc1nn2c(=O)cc(COc3ccc(NC(=O)c4ccco4)cc3)nc2s1
→ 11, 0.99, -7, -2, 3, 3, -3, -13, 1
- COc1cc(C(=O)N/N=C/c2sc(N3CCOCC3)nc2-c2ccccc2)cc(OC)c1OC
→ -4, 1.1, 19, -2, 5, 4, 1, 8, -13
- COc1ccccc1/C=C/[C@@H]1C[C@H]2CN(Cc3cccc(Cl)c3)C(=O)[C@]23CCCN13
→ -4, 1.1, 43*, 5, -1, 13, -4, 20, -11
- Cc1ccc(C(=O)N2CCN(CCNC(=O)C(=O)NC(C)C)CC2)cc1
→ 12, 0.94, 1, -32, -2, 15, -3, -8, 6
- C#CCn1c(=NC(=O)c2cc(-c3cccs3)nc3ccccc23)sc2cc(S(N)(=O)=O)ccc21
→ 2, 0.85, -8, 9, 0, 1, 0, -28, 15
- COc1ccc(-c2sc3ccc(OC)cc3c2-c2ccc(OCCN3CCOCC3)cc2)cc1
→ 2, 1.1, 24, nt, 3, nt, nt, 5, -9
- O=C(Nc1ccc(Br)cn1)c1ccc(Cl)s1
→ -3, 0.93, 35, 13, 0, 18, 0, 19, 7
- S=C(c1cccs1)N1CCCC1
→ -7, 0.96, -7, -3, -3, 10, -2, -27, 4
- CCOc1ccccc1/C=C(\C#N)C(=O)NC1CC1
→ -5, 1.1, 28, -11, -2, -1, 1, 39, -8
- CSc1cc(C)c(OCC(=O)Nc2c(C)nn(C)c2C)c(C)c1
→ -6, 1, -1, -15, -1, 12, 1, -2, -3
- COc1ccc(-n2ncc3c2CC(C)(C)CC3NC(=O)CCCN2CCCC2=O)cc1 (stereo not drawn)
→ 9, 1, -8, 3, 0, 11, 8, 4, -4
- Cc1ccc(C)c(NC(=S)N2CCN(CCO)CC2)c1
→ -3, 0.9, 7, 7, -2, 4, 0, 0, 10
- Cc1cc(C)cc(NC(=S)N2CCN(c3ccc(F)cc3)CC2)c1
→ -5, 0.98, 20, 3, -1, -72, 0, 1, 2
- O=C(CSc1nc(-c2ccccc2)cc(=O)[nH]1)Nc1ccc(F)c(F)c1
→ 6, 0.98, 14, 18, 5, 14, 1, -11, 2
- COc1ccccc1OCC(=O)NCc1ccco1
→ -7, 1, 26, -15, -2, -8, -2, -6, -4
- COc1ccc(-c2noc(CNC(=O)c3ccoc3C)n2)cc1
→ -5, 0.97, -21, -4, -2, 11, 0, -1, 3
- CCNC(=O)NC(=O)CN(C)c1ccccc1
→ -3, 1.1, 9, -14, -6, -6, -4, -14, -7
- Cc1ccc(NC(=O)C2CC(=O)N/C(=N/NC(=O)c3ccc(C)cc3)S2)cc1 (stereo not drawn)
→ -8, 0.91, 32, -71, -6, 5, 1, 22, 9
- CCOc1ccc(C(=O)OCC(=O)NC2CCCCCCC2)cc1
→ -7, 1, 15, -2, -2, 19, -2, -1, -2
- CN(CC(=O)Nc1cccc(F)c1)C(=O)c1ccc(-c2cccc(C(F)(F)F)c2)o1
→ 17, 1.1, 19, 1, 0, 12, -7, -9, -8
- O=C1CCC(C(=O)O)N1 (stereo not drawn)
→ -7, 1, 2, 6, -1, 20, -3, 6, 0
- COc1cccc(N2C(=O)C3CCCN3C2c2cccs2)c1 (stereo not drawn)
→ -6, 0.96, 10, 0, -3, 11, -4, -1, 4
- CN(CC(=O)Nc1cccc(F)c1)C(=O)c1sccc1-c1ccccc1
→ -3, 1.1, 26, 3, -1, 14, -1, 4, -9
- Cc1nc(CCNC(=O)CC2C(=O)NCCN2Cc2ccccc2)sc1C (stereo not drawn)
→ -9, 1, -8, -8, -4, 0, -4, 6, -2
- COc1ccccc1N(C(=O)CCl)c1cn(C(C)=O)c2ccccc12
→ -5, 1.1, 31, 10, -4, 12, -6, 35, -9
- CC(C)(C)OC(=O)C[C@@H]1C/C=C\C[C@H](CC(=O)N[C@@H](CO)Cc2ccccc2)C(=O)N[C@H](Cc2ccccc2)COC1=O
→ -7, 1.2, -8, 4, 1, 15, -1, 6, -23
- Nc1nonc1-n1nnc(C(=O)N/N=C/c2ccc(Br)cc2)c1CSC1=NCCS1
→ -2, 0.93, 8, 15, 1, 8, 0, 1, 7
- COc1ccc(C(=O)C2CCCN(C(=O)c3cccnc3OC)C2)c(C)c1 (stereo not drawn)
→ -4, 1.1, 8, -12, -4, 13, 1, -4, -9
- COc1ccc(C(=O)NN2CC(O)=C(c3nc4ccccc4n3C)C2=N)cc1OC
→ 1, 1.1, -8, -4, 2, 8, 1, 12, -11
- CCc1nnc(NC(=O)CSc2nnc(CNc3cccc(Cl)c3)n2CC)s1
→ 1, 1.1, -7, 8, 2, 4, 1, -4, -10
- O=C(O)CC1c2ccccc2C=Cc2ccccc21
→ -2, 1.1, -2, -8, -2, 11, 1, 11, -12
- O=C(c1cc(-c2ccccc2)on1)N1CCc2ccccc2C1
→ -6, 1, 28, -1, 2, 44, -3, 24, -2
- O=C(CCS(=O)(=O)c1ccc(Br)cc1)Nc1cc(F)ccc1F
→ 12, 1, 25, 9, 10, -5, 4, 26, -2
- CC(C)CC(=O)N1CCC(O)(CS(=O)(=O)Cc2ccccc2Cl)CC1
→ -3, 0.94, 10, 2, 2, 1, -4, 12, 6
- O=C(NCCN1CCOCC1)Nc1ccccc1
→ -3, 1, 0, 1, 0, 8, -2, -9, -4
- C=CCNC(=O)c1ccc2c3n(nc2c1)-c1ccccc1CO3
→ -3, 1, 32, 9, -1, 20, -8, 21, 0
- OCCCNc1nc(-c2ccccc2)c2cc(Br)ccc2n1
→ 6, 1.1, 48*, -17, -4, 30, -2, 17, -6
- CC1CN(C(=S)Nc2ccc(Cl)cc2)CC(C)O1 (stereo not drawn)
→ 0, 1.1, 0, -8, -3, 5, -1, -1, -10
- O=C(Cn1cnc2c(NCc3ccccc3)ncnc21)N1CCN(c2ccccn2)CC1
→ 5, 1, 10, nt, 3, nt, nt, -15, -2
- CNC(=O)Nc1ccc(Cl)cc1
→ -2, 1.2, 12, 1, -4, 23, 0, 6, -25
- CN1CCN(C(=O)c2ccc(-c3ccccc3)cc2)CC1
→ 0, 0.98, -5, -9, 0, 7, -5, -1, 2
- COc1ccccc1CNC(=O)CSc1ccccc1
→ 0, 1, 11, 7, 1, 3, -3, -8, -4
- Nn1c(Nc2ccccc2)nc2sc3c(c2c1=O)CCCC3
→ -12, 1.1, 45*, -12, -8, 8, -4, 51*, -8
- COc1ccc(C(=O)N/N=C/c2cn[nH]c2-c2ccc(OC)cc2OC)cc1
→ -3, 1.6, 10, -6, 0, 3, -3, 12, -56
- CC(=O)c1c(NCCc2ccccc2)cc(C)oc1=O
→ -1, 1, 17, 18, 4, 16, -1, 1, 0

Some of the entries so far, in markdown:
| smiles | APOBEC3G inh | mIAP act | tim10-1 inh | hIAP inh | A3A deaminase | NALP3 yeast inh | MIN6 prolif | TIM10 inh | mIAP block |
| --- | --- | --- | --- | --- | --- | --- | --- | --- | --- |
| CNC(=O)Nc1ccc(Cl)cc1 | -2 | 1.2 | 12 | 1 | -4 | 23 | 0 | 6 | -25 |
| CN1CCN(C(=O)c2ccc(-c3ccccc3)cc2)CC1 | 0 | 0.98 | -5 | -9 | 0 | 7 | -5 | -1 | 2 |
| COc1ccccc1CNC(=O)CSc1ccccc1 | 0 | 1 | 11 | 7 | 1 | 3 | -3 | -8 | -4 |
| Nn1c(Nc2ccccc2)nc2sc3c(c2c1=O)CCCC3 | -12 | 1.1 | 45* | -12 | -8 | 8 | -4 | 51* | -8 |
| COc1ccc(C(=O)N/N=C/c2cn[nH]c2-c2ccc(OC)cc2OC)cc1 | -3 | 1.6 | 10 | -6 | 0 | 3 | -3 | 12 | -56 |

As entered above.
Reading of `CN(CC(=O)Nc1cccc(F)c1)C(=O)c1sccc1-c1ccccc1` in A3A deaminase: -1
Reading of `CCc1nnc(NC(=O)CSc2nnc(CNc3cccc(Cl)c3)n2CC)s1` in tim10-1 inh: -7
Reading of `CCNC(=O)NC(=O)CN(C)c1ccccc1` in MIN6 prolif: -4
Reading of `CC(C)CC(=O)N1CCC(O)(CS(=O)(=O)Cc2ccccc2Cl)CC1` in A3A deaminase: 2
Reading of `COc1cccc(N2C(=O)C3CCCN3C2c2cccs2)c1` (stereo not drawn) in tim10-1 inh: 10
Reading of `COc1ccccc1N(C(=O)CCl)c1cn(C(C)=O)c2ccccc12` in MIN6 prolif: -6
Reading of `COc1ccccc1CNC(=O)CSc1ccccc1` in mIAP block: -4
